# HSF-1 act: increases HSF-1 driven luciferase reporter signal; NIH3T3-HGL HSF-1 luciferase reporter, MG132, 8 h; 100% = twice DMSO control signal; activation, % at 9 µM; actives 1.7% (n = 300,000); AID 504408;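 active = mean replicate activation of at least 50% with a set share of replicates each reaching 50%; inconclusive = only one of those two conditions met; inactive = mean below 50% and too few replicates reaching it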;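 note: 0% = median of the neutral control wells and 100% = twice that signal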
# HSF1 inhib: HSF1 inhibition; NIH3T3-HGL HSE-luciferase, MG132-induced, luminescence 8 h; active compounds read low; activity change, negative = inhibition, % at 7.5 µM (by protocol); actives 0.77% (n = 300,000); AID 2098;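 active = more than half of replicate wells show activity change below -50%, luminescence cut by over half; inconclusive = some wells, but at most half, below -50%; inactive = no replicate well below -50%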;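 note: luciferase reports HSF-1 transcriptional activity via heat shock element; 0% = median of DMSO wells and -100% = zero luminescence signal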
# AI-2 QS mod: modulators of Vibrio harveyi AI-2 quorum sensing system | Vibrio harveyi JMH597 AI-2 luminescence/OD600 ratio, 9 h; active compounds read low; strain lacks LuxN and CqsS sensors; 0 = neutral-control median | AID 2094 | actives 0.4% (n = 300,000) | activity change, % at 7.5 µM; in the data active = activity change below about -75%, passing the limit was not always enough; inconclusive = no clear call, values can overlap the other calls;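 note: luminescence divided by OD600 gain over 9 h not by final OD600 alone; inactives centre near 13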
# KLF5 inhibitor: suppresses KLF5 promoter-driven expression. DLD-1 KLF5 promoter-luciferase reporter, luminescence. inhibition, % at 5 µM. actives 0.23% (n = 290,000). AID 1700;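 active = inhibition above a per-plate limit of that plate's mean compound inhibition plus 3 SD, cut at about 60% in these data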;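 note: 0% = DMSO wells and 100% = LY294002 at 200 µM; higher means less KLF5 promoter-driven luciferase light; inactives centre near -14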
# HSP90 inh: blocks HSP90-mediated luciferase refolding in reticulocyte lysate. Rabbit reticulocyte lysate, luciferase refolding luminescence, 3 h. inhibition, % at 5.6 µM. actives 0.91% (n = 290,000);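 active = inhibition above the screen-wide mean plus 3 SD, computed separately per campaign, cut at about 16% in these data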;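 note: 0% = DMSO wells and 100% = 60 µM geldanamycin wells; inhibitors lower the luminescence because luciferase stays unfolded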
# Platelet DG rel: platelet dense granule release activity. human platelet-rich plasma, SFLLRN dense granule ATP release, luminescence. actives 0.22% (n = 300,000). AID 1663. inhibition, %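 (compounds screened at 7.5 µM in platelet-rich plasma)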;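 active = mean replicate score, as percent of positive control, at or above 50; inconclusive = mean below 50 but at least one replicate at or above 50; inactive = mean and every replicate below 50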
# HIF activator: HIF pathway transcriptional activation. actives 0.32% (n = 300,000). activation, % at 7.5 µM (by protocol). U2OS HRE-luciferase reporter, luminescence; normalized: DMSO 0%, desferrioxamine 100%;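 active = mean activation of at least 10% of the iron chelator positive control signal, with at least half of replicates also reaching 10%; inconclusive = mean and replicate majority disagree about reaching 10%; inactive = mean and most replicates under 10%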
# HDAC3 inh: blocks human histone deacetylase 3. recombinant HDAC3, fluorogenic peptide/trypsin coupled, fluorescence. inhibition, % at 8.3 µM. actives 0.15% (n = 320,000); in the data active = inhibition above about 26%, passing the limit was not always enough; inconclusive = no clear call, values can overlap the other calls
# Target sequence (O15379 whole entry, looked up): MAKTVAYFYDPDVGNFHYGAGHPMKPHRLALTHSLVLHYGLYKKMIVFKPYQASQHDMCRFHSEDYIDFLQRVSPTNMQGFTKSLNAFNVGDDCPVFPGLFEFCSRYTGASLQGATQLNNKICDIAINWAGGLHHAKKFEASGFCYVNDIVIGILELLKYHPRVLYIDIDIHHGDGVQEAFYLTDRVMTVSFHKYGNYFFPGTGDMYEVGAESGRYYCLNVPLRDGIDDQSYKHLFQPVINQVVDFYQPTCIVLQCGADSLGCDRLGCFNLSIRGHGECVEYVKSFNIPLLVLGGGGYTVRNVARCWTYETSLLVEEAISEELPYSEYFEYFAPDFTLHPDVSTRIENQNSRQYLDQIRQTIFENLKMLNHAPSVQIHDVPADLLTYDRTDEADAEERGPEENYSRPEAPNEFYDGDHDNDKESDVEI
# aSyn UTR inh: 5' untranslated region of α-synuclein, MLPCN primary screen. alpha-synuclein 5'UTR reporter, inhibitor activity. inhibition, % (tested at 7.5 µM). actives 0.82% (n = 300,000). AID 1813; in the data active = inhibition above about 60%; inconclusive = no clear call, values can overlap the other calls;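 note: H4 neuroglioblastoma cells stably carrying SNCA 5'UTR luciferase fusion; 0% = DMSO wells and 100% = positive control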
# IEC-6 cytotox: counter-screen for KLF5 inhibitors: cytotoxicity in IEC-6 cells | IEC-6 cytotoxicity, luminescence viability | inhibition, % at 5 µM | AID 1825 | actives 0.78% (n = 290,000); in the data active = inhibition above about 22%;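 note: 0% = plate median of test compound wells and 100% = cytotoxic reference compound wells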
# Starred values were filed as active, the others as inactive; ? = inconclusive; . = not tested or not shown.
SMILES,HSF-1 act,HSF1 inhib,AI-2 QS mod,KLF5 inhibitor,HSP90 inh,Platelet DG rel,HIF activator,HDAC3 inh,aSyn UTR inh,IEC-6 cytotox
CSc1cccc(NC(=O)N2CCN(C)CC2)c1,7,-2,9,-4,4,-1,0.6,5,4,0
N=c1oc2ccc(Br)cc2cc1C(=O)NC1CCCCCC1,-2,-1,23,-28,2,1,-0.3,-9,-18,-2
COc1cccc(NC(=O)CSc2nc(=O)n(Cc3ccncc3)c3c2CCCC3)c1,-10,-2,9,.,.,8,0.2,-2,4,.
CC1=CC(C)(C)N(C(=O)CNC2CCCC2)c2cc(C)ccc21,?,16,28,-11,2,-6,1.9,.,-107,-8
CCN(CC(=O)Nc1c(C(=O)OC)[nH]c2ccc(Cl)cc12)c1ccc2c(c1)OCO2,23,9,9,13,-2,1,0.0,-2,11,-6
CN(C)CCCNC(=S)N(CCCO)Cc1cc2cc3c(cc2[nH]c1=O)OCO3,22,3,6,-8,-3,8,-0.3,-1,-13,0
CCc1ccc(C2C(C#N)=C(N)Oc3n[nH]c(CC(=O)OC)c32)cc1 (stereo not drawn),3,5,37,3,2,28,0.0,12,15,10
CCOC(=O)NC(NCCc1ccccc1)(C(F)(F)F)C(F)(F)F,5,-4,23,-34,0,15,0.2,-3,-13,11
CCOc1ccc(Nc2ccc([N+](=O)[O-])c3nonc23)cc1,21,10,5,-69,-4,1,2.5,11,-123,0
COC(=O)c1c(-c2ccccc2)csc1NC(=O)C1CC=CCC1C(=O)O (stereo not drawn),-31,-17,7,-32,1,-10,-0.2,1,-30,2
COCc1ccc(CN2CCCC(CO)(Cc3ccccc3C)C2)o1 (stereo not drawn),-3,3,-3,-20,2,0,0.1,0,0,2
O=C(NCc1ccco1)c1c2c(nc3ccccc13)CCC2,-10,-5,46,-21,0,0,-11,-3,-12,1
CC1(C)CC(CCN)(Cc2ccccc2Cl)CCO1 (stereo not drawn),60*,15,8,-11,-4,30,0.1,-5,-3,-3
COc1ccc(OC(=O)Cc2cccc3ccccc23)cc1,5,0,25,-11,-4,5,-0.1,-1,-7,3
COc1ccc(OC)c(C2C3=C(CCCC3=O)Nc3nnnn32)c1 (stereo not drawn),8,9,5,4,-4,7,-0.1,6,10,-6
N#CCC(=O)Nc1cc(C(F)(F)F)ccc1N1CCOCC1,1,-8,12,-13,-4,5,-0.5,-1,1,-6
OCC[C@@H]1C[C@H](O)[C@@H](O)[C@@]2(CCc3ccccc3CO2)O1,-11,-10,3,-6,-7,-7,0.0,3,6,0
O=C(Nc1cccc2ccccc12)C(=O)C1C(=O)Nc2ccccc21 (stereo not drawn),-7,1,31,-33,2,-1,3.0,6,-1,4
CCc1nnc(NC(=O)CSc2nnc(-c3ccc(S(=O)(=O)N4CCCC4)cc3)n2CC)s1,4,-2,35,-21,-2,1,0.2,-4,23,1
COc1ccc(NC(=S)NC(C)c2ccncc2)cc1OC (stereo not drawn),-2,0,10,-14,1,11,-0.5,-4,1,-3
O=C(CSc1nnnn1C1CCCC1)Nc1ccccc1N1CCOCC1,5,-6,32,-23,-1,-11,-8.2,0,16,4
CCOC(=O)N1CCN(C(=O)COC(=O)CSc2ccc([N+](=O)[O-])cc2)CC1,9,1,17,.,.,-5,0.1,-1,2,.
Cc1ccc2nc(NCCCO)[nH]c2c1,7,2,16,-3,-4,1,0.6,-1,-25,1
O=C(O)c1ccc(-c2nnc(-c3ccccc3)o2)cc1,32,23,31,-78,58*,40,3.5,13,-78,7
CCOc1ccc2[nH]c(=O)c(CN(Cc3nnnn3Cc3ccccc3)CC3CCCO3)cc2c1 (stereo not drawn),9,-4,26,5,-2,5,-0.3,-2,5,0
Cc1[nH][nH]c(=O)c1C(c1ccccc1[N+](=O)[O-])C(C#N)C#N (stereo not drawn),10,-2,6,-10,1,0,-0.2,1,-20,4
Cc1ccc(C)c(NC(=S)N2CCCCCC2)c1,-1,-6,16,9,-2,3,0.7,-7,-1,-5
COCCOC(=O)c1c(C)n(C)c2ccc(OC(=O)c3ccccc3F)cc12,-2,-4,7,-20,-3,0,-5.8,-2,-4,-4
O=C(NCCCCc1ccccc1)C1CC(c2cccc([N+](=O)[O-])c2)=NO1 (stereo not drawn),-44,-22,6,0,3,-3,1.0,3,-3,3
CCOC(=O)c1cnc2c(cnn2C)c1NCCC#N,-6,-13,-5,-7,1,-4,-0.6,-2,14,0
CC(C)(O)P(C)(=O)c1ccccc1 (stereo not drawn),-4,-2,31,-9,4,11,-0.1,1,-8,1
O=C(c1cc2c(=O)n3ccccc3nc2s1)N1CCN(c2cccc(Cl)c2)CC1,2,0,10,-13,5,8,-2.8,-16,-24,6
O=C(Cc1nn[nH]n1)NCCC1=CCCCC1,-14,0,2,-14,1,4,-0.3,4,18,13
Cc1cccc(NS(=O)(=O)c2cc(C(=O)NCCC3=CCCCC3)ccc2Cl)c1,42,20,45,5,2,3,-0.5,.,3,1
Cc1ccccc1OCC(=O)Nc1ccncc1,-2,-1,2,-22,-1,4,-0.5,3,-22,3
Cc1cc(C)nc(-n2nc(C)cc2NC(=O)CNC2CCCCC2)n1,22,5,8,-24,0,-1,-1.0,-3,10,0
CCOC(=O)c1cccnc1SCC(=O)NC(C)CC (stereo not drawn),2,3,7,-14,-1,2,-0.5,-1,7,1
Cc1cccnc1NC(=O)CNC(=O)COc1ccccc1,15,2,10,.,.,34,-0.2,1,16,.
N#CCC(=O)Nc1ccc(C(=O)N2CCN(c3ccccn3)CC2)cc1,-1,-5,23,-2,0,-2,-0.3,4,-9,-4
CN(Cc1ccccc1)C(=O)CCNS(=O)(=O)c1ccc2c(c1)oc(=O)n2C,12,-9,17,-15,2,-2,-0.7,2,4,4

# Given with values under each structure: part of the list above
# The line under a structure holds: HSF-1 act	HSF1 inhib	AI-2 QS mod	KLF5 inhibitor	HSP90 inh	Platelet DG rel	HIF activator	HDAC3 inh	aSyn UTR inh	IEC-6 cytotox
- Cc1ccc(C)c(NC(=S)N2CCCCCC2)c1
  -1	-6	16	9	-2	3	0.7	-7	-1	-5
- COCCOC(=O)c1c(C)n(C)c2ccc(OC(=O)c3ccccc3F)cc12
  -2	-4	7	-20	-3	0	-5.8	-2	-4	-4

# Remaining list, next part:
SMILES,HSF-1 act,HSF1 inhib,AI-2 QS mod,KLF5 inhibitor,HSP90 inh,Platelet DG rel,HIF activator,HDAC3 inh,aSyn UTR inh,IEC-6 cytotox
O=C1CCC(=O)N1CN(Cc1ccco1)CN1C(=O)CCC1=O,.,.,.,-21,-2,.,.,-5,.,-6
CC(C)Oc1cccc(C(=O)NC(=S)NCc2cccnc2)c1,-4,5,24,-19,-4,-4,0.5,-7,3,1
O=c1[nH]c2ccccc2[nH]c1=O,2,0,6,-6,2,-5,0.1,-6,-10,-6
Cc1ccc(O)c(C(=O)c2cnc3c(c2)COc2ccccc2-3)c1,20,5,-1,-47,2,-1,-13,8,-29,1
Cc1cc(=O)[nH]c(-c2ccccc2)n1,6,-4,12,2,2,1,-9.9,-1,4,-7
Cc1ccc(C)c(OCC(=O)Nc2ccccc2C(=O)NC2CC2)c1,-2,-8,21,-30,-4,0,0.9,0,-10,2
CCN(CC1CCCN(CCc2cccc(F)c2)C1)C(=O)c1cc2ccccc2o1 (stereo not drawn),3,-4,-7,-22,1,7,0.1,-3,-33,5
c1ccc(-c2nnc3ccc(N4CCC5(CC4)OCCO5)nn23)cc1,21,1,4,10,-7,-15,0.0,-6,24,-5
O=C(N[C@@H](Cc1ccc(O)cc1)C(=O)O)c1ccc(C(F)(F)F)cc1,-10,0,22,-10,9,-5,1.2,-9,6,0
Cc1ccccc1NC(=O)N(CCc1nc2ccccc2[nH]1)Cc1ccccc1,25,0,0,-38,-3,-1,0.0,2,22,1
CC(C)OCCCNc1ncnc2c1nc1n2CCCC1,28,-1,7,-38,1,5,-3.1,7,-30,-3
CC1CCC(NC(=O)CCn2ccc3cc(S(=O)(=O)N4CCCC4)ccc32)CC1 (stereo not drawn),24,4,35,11,-2,4,-0.1,-2,-17,-2
CCCC(c1nnnn1Cc1ccccc1)N1CCC(C(N)=O)CC1 (stereo not drawn),.,.,12,11,-1,.,.,-3,.,-5
CC(=O)NC(Cc1ccccc1)C(=O)NC1CCN(C(=O)NC2CCCCC2)CC1 (stereo not drawn),-3,3,6,-30,1,-7,-0.4,2,0,0
C#CCOCCOCCOCCNc1nc(N2CCN(C(=O)[C@H]([C@@H](C)CC)n3cc(CCCN=C(N)N)nn3)CC2)nc(N2CCN(C(=O)[C@H](CCCCN)n3cc(CCCC)nn3)CC2)n1,-18,2,2,-4,-3,-1,4.7,10,4,-2
CC1(C)CC(=O)C2=C(C1)OC(N)=C(C#N)[C@@]21C(=O)N(CC(N)=O)c2ccccc21,2,-2,4,10,-3,.,-0.5,4,-7,-1
COc1ccc(CC(=O)NCCN2CCCC2)cc1,11,-10,4,-11,0,2,0.2,-6,-11,-2
O=S1(=O)CCN2N=C(C3CC3)SC2=N1,.,.,3,-29,-2,-2,-0.9,-10,13,2
CCCCc1c(C)c(C#N)c2nc3ccccc3n2c1Cl,33,29,0,-16,-2,7,1.6,.,109*,3
CC(=O)C1C(c2ccc(OC(F)F)cc2)NC(=O)NC1(O)C(F)(F)F (stereo not drawn),7,-8,32,8,1,-4,-0.3,2,-15,3
CCC(=O)OCC(=O)Nc1ncc(C(F)(F)F)cc1Cl,-2,1,22,-41,-1,6,0.5,-4,-1,0
Cc1ccc(CNC(=O)c2ccc3c(=O)c(O)c(-c4ccc(C)cc4)[nH]c3c2)cc1,-52,-48,10,.,.,8,2.0,-2,94*,.
Cc1cccc(NS(=O)(=O)c2cc3c4c(c2)CCN4C(=O)CC3)c1C,-3,3,-6,.,.,0,-1.3,-2,13,.
CN(CC1CCOCC1)C(=O)CC1C(=O)NCCN1Cc1ccc(F)c(F)c1 (stereo not drawn),10,-2,27,-51,-1,-5,-0.5,-2,-1,0
Cc1ccc(Oc2cc(-n3nc(C)cc3C)ncn2)cc1,-2,10,3,-44,-3,2,4.7,10,-49,-2
CCn1c(SCC(=O)NC2CCCC2)nnc1-c1ccco1,-2,-1,16,-18,-2,3,-0.2,-5,-7,2
CCC(C)Cn1c(O)cc2nn(-c3nc4ccccc4s3)c(=O)c-2c1C (stereo not drawn),.,.,33,-8,4,22,.,2,98*,-7
Cc1cc(O)c(-c2cc(C(=O)Nc3ccc(S(=O)(=O)N4CCOCC4)cc3)[nH]n2)cc1C,-3,1,15,-13,-3,11,-0.9,15,14,2
CCOc1ccc(Cc2nnc(SCC(=O)Nc3ccc(C(C)=O)cc3)[nH]c2=O)cc1,-13,3,16,.,.,-6,2.8,3,-9,.
CC(C)c1nnc(NC(=O)CCC(=O)Nc2ccc3cn[nH]c3c2)s1,5,6,8,4,0,16,-0.4,-7,11,2
O=C(CCCCCNC(=S)Nc1ccccc1)C[N+](=O)[O-],-14,-9,19,-16,2,5,-0.4,29*,-14,-3
CCCn1c(SCC(=O)Nc2sc(C)c(C)c2C#N)nnc1C(C)C,-8,-6,6,-38,1,-3,-0.3,-2,-15,-2
NS(=O)(=O)c1ccc(CCNC(=S)NC2CCCC2)cc1,-11,-5,24,-24,1,-5,-1.0,-5,-2,3
